Assay outcomes deposited in PubChem BioAssay by The Scripps Research Institute Molecular Screening Center.
M4 ag: human M4 muscarinic receptor agonists, primary screen, CHO-K1 cells, Fluo-8 calcium fluorescence. CHO-K1 hM4/Gqi5; vehicle 0%, full acetylcholine response 100%. activation, % at 3 µM. 360,000 compounds, 0.14% hits. AID 624127, 2012;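 active = activation above the run mean over all test wells plus 3 SD, cut at about 32% in these data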;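 note: peak over basal fluorescence ratio per well then scaled between controls; 0% = DMSO wells and 100% = acetylcholine at EC100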
Target sequence (P08173 whole entry, looked up): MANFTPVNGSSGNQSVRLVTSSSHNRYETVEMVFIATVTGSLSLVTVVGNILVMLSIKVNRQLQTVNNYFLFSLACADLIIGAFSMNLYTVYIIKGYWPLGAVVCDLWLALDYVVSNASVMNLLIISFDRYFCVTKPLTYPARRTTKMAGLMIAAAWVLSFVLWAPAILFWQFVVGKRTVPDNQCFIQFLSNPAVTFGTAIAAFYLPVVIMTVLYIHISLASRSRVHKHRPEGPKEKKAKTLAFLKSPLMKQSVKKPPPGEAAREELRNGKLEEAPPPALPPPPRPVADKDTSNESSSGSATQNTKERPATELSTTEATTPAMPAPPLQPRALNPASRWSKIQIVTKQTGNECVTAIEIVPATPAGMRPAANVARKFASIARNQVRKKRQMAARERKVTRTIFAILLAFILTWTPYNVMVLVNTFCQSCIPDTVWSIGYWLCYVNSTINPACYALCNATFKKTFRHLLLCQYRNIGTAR
CHO-K1 Ca antag: counter-screen for M1 antagonists: effect in parental CHO-K1 cells; 360,000 compounds, 0.6% hits; ATP-induced calcium, Fluo-8 fluorescence; AID 602250; inhibition, % at 3 µM;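 active = inhibition above a per-plate cutoff, the plate's mean sample inhibition plus 3 SD, cut at about 24% in these data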;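 note: 0% = DMSO plus EC80 ATP and 100% = DMSO alone without ATP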
CHO parental Ca: ATP-evoked calcium signal inhibitors, parental CHO, primary screen, counter-screen for OX1R antagonist project, cell-based, fluorescence, Fluo-8 calcium dye; parental CHO-K1, ATP-induced calcium, Fluo-8 fluorescence; inhibition, % at 5.6 µM; 330,000 compounds, 0.63% hits; AID 463079, 2010;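 active = inhibition above that plate's mean sample inhibition plus 3 SD, cut at about 26% in these data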;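 note: 0% = ATP-challenged DMSO wells and 100% = DMSO wells without ATP; some compounds past the cut are filed as inactive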
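Material: parental CHO cells / Compound: single nominal dose of 5.6 µM per compound / Signal: Fluo-8 fluorescence / Replicates: singlicate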
M1 antag: human M1 muscarinic receptor antagonists, primary screen, CHO-K1 cells, Fluo-8 calcium fluorescence, 1536-well | Muscarinic acetylcholine receptor M1 (Homo sapiens), P11229 | CHO-K1 hM1, ACh EC80 antagonist | inhibition, % at 3 µM | 360,000 compounds, 1.3% hits;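 active = percent inhibition above its own plate's cutoff, namely the mean of that plate's compound wells plus 3 SD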;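 note: peak over basal fluorescence ratio during 140 s after agonist addition; 0% = ACh EC80 plus DMSO and 100% = DMSO alone without agonist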
Target sequence (P11229 whole entry, looked up): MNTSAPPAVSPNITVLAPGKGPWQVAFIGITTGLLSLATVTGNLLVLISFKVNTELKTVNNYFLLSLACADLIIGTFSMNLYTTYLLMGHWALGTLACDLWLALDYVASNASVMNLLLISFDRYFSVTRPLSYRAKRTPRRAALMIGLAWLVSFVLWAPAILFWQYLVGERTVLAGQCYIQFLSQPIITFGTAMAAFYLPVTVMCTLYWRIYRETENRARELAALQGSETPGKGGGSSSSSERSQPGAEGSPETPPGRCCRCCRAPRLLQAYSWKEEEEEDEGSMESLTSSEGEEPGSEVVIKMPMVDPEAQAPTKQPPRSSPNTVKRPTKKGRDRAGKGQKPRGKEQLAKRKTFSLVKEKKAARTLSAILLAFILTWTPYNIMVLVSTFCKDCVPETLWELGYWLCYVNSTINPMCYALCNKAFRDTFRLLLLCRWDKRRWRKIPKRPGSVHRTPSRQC
M1 PAM: human M1 muscarinic receptor positive allosteric modulators, primary screen, CHO-K1 cells, Fluo-8 calcium fluorescence, 1536-well | Muscarinic acetylcholine receptor M1 (Homo sapiens), P11229 | CHO-K1 hM1, ACh EC20; 0% = ACh EC20, 100% = maximal ACh | activation, % at 3 µM | 360,000 compounds, 0.088% hits | AID 588819, 2011; in the data active = activation above about 19%, passing the limit was not always enough
M4 antag: human M4 muscarinic receptor antagonists, primary screen, CHO cells, Fluo-8 calcium fluorescence. 360,000 compounds, 0.73% hits. CHO-hM4 cells, ACh EC80. Muscarinic acetylcholine receptor M4 (Homo sapiens), P08173. inhibition, % at 3 µM;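 active = inhibition above its plate's cutoff, the mean inhibition of sample wells plus 3 SD, cut at about 27% in these data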;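 note: 0% = acetylcholine EC80 with DMSO and 100% = DMSO without agonist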
CHO-K1 Ca ag: counter-screen for M1 agonists: effect in parental CHO-K1 cells. activation, % at 3 µM. Fluo-8 calcium fluorescence; scaled to maximal ATP response, vehicle zero. 360,000 compounds, 0.48% hits; in the data active = activation above about 15%;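 note: untransfected CHO-K1 host cells lacking M1 receptor as counterscreen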
M1 ag: human M1 muscarinic receptor agonists, primary screen, Fluo-8 calcium fluorescence, CHO-K1 cells, HTS; Muscarinic acetylcholine receptor M1 (Homo sapiens), P11229; CHO-K1 hM1, agonist mode; 0% DMSO, 100% acetylcholine EC100; activation, % at 3 µM; 360,000 compounds, 0.33% hits; AID 588814, 2011;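 active = activation above the run's mean compound activation plus 3 SD, cut at about 16% in these data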;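 note: peak over basal fluorescence ratio within a 140 s kinetic read after compound addition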
OXTR potentiate: human OXTR potentiators, primary screen, fluorescence, CHO-OTR cells, Fluo-8 calcium; activation, % at 3 µM; Fluo-8 calcium fluorescence, potentiator mode; 0% = oxytocin EC15, 100% = EC100; 320,000 compounds, 0.061% hits; AID 2445, 2010;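 active = activation above that plate's cutoff, the mean activation of tested compounds plus 3 SD, cut at about 6.6% in these data, passing the limit was not always enough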;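 note: 100% uses oxytocin at 75 nM as the full agonist control; some results filed as inactive read as strong as hits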
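System: human OTR in CHO cells / Also added: sub-maximal oxytocin, roughly EC15 / Control set: EC15 oxytocin low, 75 nM oxytocin high / Schedule: 6 min compound pre-incubation at room temperature, 100 s kinetic read / Compound: single-point 3.0 µM / Replication: singlicate / Technique: Fluo-8 calcium dye fluorescence / Read-out basis: % activation of max/min ratio relative to oxytocin controls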
* hit, by the source's call; · = no result given.

SMILES	M4 ag	CHO-K1 Ca antag	CHO parental Ca	M1 antag	M1 PAM	M4 antag	CHO-K1 Ca ag	M1 ag	OXTR potentiate
CC(C)=CC(=O)OCC(=O)Nc1ccc(Cl)cn1	2	-10	-5	-7	5	-3	0.2	-2	-8
O=C(NCCCN1CCOCC1)c1c(O)c2ccccc2[nH]c1=O	0	4	-5	-10	5	-1	-0.3	-4	-8
O=C(CN1C(=O)c2ccccc2C1=O)NCC(=O)OCC(=O)c1cccc([N+](=O)[O-])c1	1	-3	-14	-9	12	1	0.5	-7	-1
CCOC(=O)C1CCCN(Cc2c(C(=O)N3CCCCC3)nc3c(C)cccn23)C1 (stereo not given)	11	-18	-16	-5	4	5	4.4	10	-2
Cn1c(OCc2ccc3c(c2)OCO3)nc2c1c(=O)n(Cc1cccc(Cl)c1)c(=O)n2C	2	-2	-24	-35	2	-9	0.8	0	-2
CC(=O)C1=C(C)NC2(O)c3ccccc3C(=O)C12O (stereo not given)	2	-7	1	-13	10	-11	0.1	-3	-7
O=c1nc2c(-c3ccccc3F)n[nH]n2c2ccccc12	-2	-11	-18	1	3	4	0.2	-3	-11
CCCOc1ccc(N2C(=O)CC(N3CCC(c4nncn4CC)CC3)C2=O)cc1 (stereo not given)	1	-13	-13	-10	6	1	0.0	-3	-5
Cc1cccc(C(=O)NCC(=O)NC(C)c2ccc(-n3ccnc3)cc2)c1 (stereo not given)	2	3	4	-2	2	-1	0.4	-5	-14
COc1ccc(-n2ncc3c(NCc4ccc5c(c4)OCO5)ncnc32)cc1	0	0	-1	-7	9	7	0.1	-2	2
COc1ccc(C(=O)CC2SC(N)=NC2=O)cc1 (stereo not given)	0	-10	4	-20	10	-13	1.8	-1	0
O=S(=O)(c1ccc(Cl)cc1)N1CCCC(C(F)(F)F)C1 (stereo not given)	-1	-15	-8	19	-2	-6	2.0	-4	-8
CCOc1ccc(NC(=O)CC2CC(C)(C)OC2=O)cc1 (stereo not given)	0	-9	1	-14	3	-6	-0.1	-4	-1
CCN1CCN(c2ccc(S(=O)(=O)N3CCOCC3)cc2NC(=O)c2ccc(OCC(C)C)cc2)CC1	1	-9	·	-2	6	7	0.1	-4	·
COc1ccc(NC(=O)C2CCCN2C(=O)NCc2ccccc2)c(OC)c1 (stereo not given)	0	-4	-7	-5	9	-11	0.7	-4	1
COc1ccc(NC(=O)N2CCCC2C(=O)Nc2ccccc2)cc1 (stereo not given)	0	-5	-8	-20	14	-4	1.6	-3	4
C#CCOC(=O)/C(=C/c1ccc(F)cc1)NC(C)=O	0	-8	-1	-10	6	-4	1.2	-6	-4
C=CCn1cc(/C=N/NC(=O)COc2cccc3cccnc23)c2ccccc21	4	-5	-13	-5	5	-14	0.6	-6	-3
Cc1c(N(C)S(=O)(=O)c2ccc(Cl)c(C(=O)NCC(C)(C)N3CCOCC3)c2)c(=O)n(-c2ccccc2)n1C	1	-14	·	0	2	0	0.1	-7	·
Cc1ccc(C2CC(c3ccco3)=NN2S(C)(=O)=O)cc1 (stereo not given)	1	-7	2	5	1	-1	7.0	-3	3
COc1ccc(Cl)cc1NC(=O)c1cccnc1	1	8	5	7	0	-7	-0.1	-4	1
CCOC(=O)CCCCCNC(=O)c1ccc(F)cc1F	2	4	-5	-2	9	-4	0.0	-3	-2
Oc1ccccc1/C=N/NC(=S)NC1CC2CC1C1C=CCC21 (stereo not given)	0	7	-3	-11	7	2	0.7	1	-11
O=C(CN(C1CCCCC1)S(=O)(=O)c1ccc(F)cc1)NC1CC1	1	-17	-1	20	-15	0	0.4	-5	-1
O=C(O)C1C(c2ccccc2)C(C(=O)OCCCO)C1c1ccccc1 (stereo not given)	1	-6	-4	-14	7	-2	0.1	-4	8
CN(C)CCCN(C(=O)c1ccc(S(=O)(=O)N2CCc3ccccc32)cc1)c1nc2ccc(F)cc2s1	6	1	-16	-17	1	-3	1.8	-2	-5
CCn1cc(Br)c(C(=O)N(C)Cc2ccccc2)n1	1	-11	-12	-6	7	-13	0.1	-5	-6
Nc1cc(C(=O)OCC(=O)NNC(=O)c2ccccc2F)ccc1Cl	0	-4	-14	-1	-2	1	2.5	-2	-3
CNC(=O)c1cc(S(=O)(=O)N2CC(C)OC(C)C2)ccc1N1CCOCC1 (stereo not given)	0	7	·	20	-6	16	-0.1	-2	·
COc1ccc(C(=O)NCc2ccc3c(c2)OCO3)c(OC)c1	2	12	-12	4	-3	-1	-0.1	0	-12
COc1ccc(NS(=O)(=O)c2cccc(C(=O)NCC3(N4CCOCC4)CCCCC3)c2)cc1	4	-16	-28	-10	4	-1	2.3	-5	-6
CNC(=O)c1cn(-c2ccccc2)c(=O)c2ccccc12	-1	-8	-1	-3	11	2	1.2	-6	-1
O=C(NCc1ccc(F)cc1)C1CCCN1C(=O)Nc1ccc(Cl)cc1 (stereo not given)	1	-9	-1	-5	0	1	0.2	-3	-3
Cc1cc(NC(=O)CCC(=O)N(c2ccc(F)cc2)C(C(=O)NC2CCCC2)c2ccccc2)no1 (stereo not given)	1	-15	-30	-22	16	3	0.9	-2	6
CCOC(=O)C1(C)NC(c2ccco2)C2C(=O)N(CC)C(=O)C21 (stereo not given)	1	-22	-9	-4	-3	-4	0.6	-1	-22
CC(C)N(Cc1ccccc1)S(=O)(=O)N(C)C	0	-4	5	-7	3	5	1.9	2	-7
N#Cc1c(NC(=O)c2cnn3cccnc23)sc2c1CCCC2	13	-14	-17	7	-1	-4	5.1	-4	-2
O=C(OCC(=O)N1CCCCCC1)c1ccc(Cl)nc1	2	-13	-6	-1	6	9	0.2	-6	-5
O=C(Nc1cccnc1)c1ccc(S(=O)(=O)c2ccccc2)cc1	2	1	-5	-12	13	-1	2.0	-6	-4
O=[N+]([O-])c1cccc(/C([O-])=C(/C(=S)Nc2cccc3ccccc23)[n+]2ccccc2)c1	1	0	·	4	-17	11	0.1	-10	·
O=[N+]([O-])c1cccc(C=NNc2ccccc2)c1	1	-14	·	4	-3	-4	3.0	0	·
CN1CCN(CCOc2cccc(Cl)c2)CC1	0	-12	-4	-6	4	5	0.6	-4	-2
CSc1ncnc2c1ncn2CCCNCc1ccccn1	1	-3	·	-7	2	-15	-0.5	-9	·
Cc1nc2nc[nH]n2c(=O)c1CCOC(=O)c1ccccc1F	0	-1	-9	3	-1	-1	-0.3	-3	-5
Cc1cc(/C=C2\C(=N)N3N=CSC3=NC2=O)c(C)n1Cc1ccccc1	3	-11	3	-22	11	-5	6.9	0	-14
O=C(NCc1ccc(Cl)cc1)C(=O)Nc1nccs1	1	1	-2	1	4	4	1.5	-5	-4
Cc1nc2scc(C)n2c(=O)c1S(=O)(=O)NCCc1ccccc1	6	-8	-18	-5	6	5	3.8	0	-4
COc1ccc(CN=C2NC(=O)CC(C(=O)Nc3ccccc3C)S2)cc1 (stereo not given)	2	-5	-7	-4	0	2	1.0	-3	-1
CC(Sc1nnc(-c2ccco2)n1C)C(=O)Nc1nccs1 (stereo not given)	0	3	-3	-7	6	9	0.6	-4	-1
CC(=O)Cn1ncc(Br)c(Br)c1=O	-1	-17	·	1	11	8	0.1	-9	·
Going on with the list:
SMILES	M4 ag	CHO-K1 Ca antag	CHO parental Ca	M1 antag	M1 PAM	M4 antag	CHO-K1 Ca ag	M1 ag	OXTR potentiate
Cc1nc(/C(N)=N/OC(=O)c2ccccc2Cl)c(C(F)(F)F)o1	12	6	-13	12	-1	3	4.5	-3	-2
Cc1[nH]c2ccccc2c1CN1CCc2ccccc2C1	3	-19	-6	-10	5	-3	0.7	-4	2
N#C/C(=C\c1cccnc1)C(=O)Nc1ccc(SC(F)F)cc1	1	-5	-7	-14	10	5	2.5	-2	-6
CN(Cc1ccc(Cl)s1)C(=O)CSc1nnc(C2CC2)n1C1CC1	1	-9	-1	6	0	0	0.1	-2	-6
Cc1ccc2c(CN(C)Cc3cccc(Cl)c3)cc(=O)oc2c1C	1	-19	-9	7	-1	-3	0.3	-1	-15
COc1ccc(CNC(=O)C/C(C)=N/NC(=O)COc2ccccc2)cc1	0	7	-5	14	-5	8	-0.1	-2	-5
O=C1CCC(C(=O)N2CCN(c3ccccc3)CC2)CN1CC1CCCCC1 (stereo not given)	2	-2	-12	4	2	-2	0.9	-4	0
COc1ccc(CNC(=O)C(NC(C)=O)C(=O)Nc2ccc(OC)cc2)cc1 (stereo not given)	2	-5	-16	-24	5	-6	0.2	0	1
OCC[C@H]1C[C@H](O)[C@@H](O)[C@@]2(CCCCO2)O1	3	-11	-5	6	-1	-5	0.5	-3	-4
CCCSc1ccc([C@H]2N[C@@](CC(C)C)(C(=O)OC)[C@H]3C(=O)N(C)C(=O)[C@@H]23)cc1	2	-12	-11	-15	8	-1	0.8	-4	-7

In the list so far, these have a CF3 group.
SMILES	M4 ag	CHO-K1 Ca antag	CHO parental Ca	M1 antag	M1 PAM	M4 antag	CHO-K1 Ca ag	M1 ag	OXTR potentiate
O=S(=O)(c1ccc(Cl)cc1)N1CCCC(C(F)(F)F)C1 (stereo not given)	-1	-15	-8	19	-2	-6	2.0	-4	-8
Cc1nc(/C(N)=N/OC(=O)c2ccccc2Cl)c(C(F)(F)F)o1	12	6	-13	12	-1	3	4.5	-3	-2

Next section.
SMILES	M4 ag	CHO-K1 Ca antag	CHO parental Ca	M1 antag	M1 PAM	M4 antag	CHO-K1 Ca ag	M1 ag	OXTR potentiate
CCc1ccc(CN(C)C(=O)CCc2nnc(CCc3ccccc3OC)o2)nc1	3	-16	-7	-6	5	-13	1.0	-6	1
O=C(C1COc2ccccc2O1)N1CCN(Cc2ccc(Br)cc2F)CC1 (stereo not given)	8	-12	1	13	-5	9	5.9	-6	-9
Cc1ccc(-c2nc(C#N)c(NCCN3CCCCC3)o2)cc1	1	1	-23	-2	6	-3	-0.5	-6	-8
O=c1c(-c2ccccc2)c(O)cc(-c2ccncc2)n1-c1ccc(Cl)cc1	1	16	-16	1	-3	2	-0.6	-3	0
CC(Oc1cccc(Cl)c1)c1ccnc2nc(/N=C/N(C)C)nn12 (stereo not given)	0	3	-3	-1	0	1	0.3	-14	-1
CCCNC(=O)C(=O)Nc1cc2c3c(c1)CCC(=O)N3CCC2	2	-4	-5	0	5	-3	0.6	-1	-7
CC1(C)CC(=O)C2=C(C1)Nc1cc(Cl)ccc1S2	0	-8	-19	-19	9	-4	-0.3	-2	-9
CSCCC(NC(=O)c1ccccc1Cl)C(=O)N1CCC1 (stereo not given)	1	-4	-12	3	0	-5	0.9	-4	11
CC(C)c1ccc(N2C(=O)[C@@H]3Cc4ccccc4CN3C2=O)cc1	4	-15	45*	-8	9	-8	1.5	-1	-24
CC1CCCC(C)N1C(=O)CN1C(=O)C(C)(C)Oc2ccc(C(=O)NC3CCCC3)cc21 (stereo not given)	4	-1	-11	1	4	26*	1.1	-5	0
